From PubChem BioAssay
MEX-5 binding = C. elegans MEX-5 TCR-2 RNA binding activity | Q9XUB2 | MEX-5/FITC-TCR2 RNA binding, fluorescence polarization; hits give low values | activity score (negative = inhibition of binding), % at 10 µM | hit rate 0.38% among 300,000;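 active = inhibition past about -25% in most replicates, and total fluorescence under double the plate's negative control median, limit read from the data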;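 note: 0% = DMSO and -100% = 5 µM competing unlabeled TCR2 RNA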
Target sequence (Q9XUB2 whole entry, looked up): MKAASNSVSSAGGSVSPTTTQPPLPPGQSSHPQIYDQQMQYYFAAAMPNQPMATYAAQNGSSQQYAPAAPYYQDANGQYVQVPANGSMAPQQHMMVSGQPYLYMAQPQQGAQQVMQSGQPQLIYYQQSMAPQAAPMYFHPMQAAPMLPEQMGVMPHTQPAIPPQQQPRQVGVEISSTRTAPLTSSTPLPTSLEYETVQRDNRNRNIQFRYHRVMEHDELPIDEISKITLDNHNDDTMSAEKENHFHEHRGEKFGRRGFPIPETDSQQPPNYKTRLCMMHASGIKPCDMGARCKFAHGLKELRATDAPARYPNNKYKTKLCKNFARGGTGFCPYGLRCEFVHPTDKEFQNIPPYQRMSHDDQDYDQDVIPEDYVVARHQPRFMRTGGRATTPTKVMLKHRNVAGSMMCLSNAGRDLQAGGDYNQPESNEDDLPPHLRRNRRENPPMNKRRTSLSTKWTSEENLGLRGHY
Fam108B inh = blocks mouse Fam108B hydrolase in RBBP9 counter-screen; hit rate 0.33% among 300,000; recombinant Fam108B, FP-Rh probe fluorescence polarization; inhibition, % at 9.51 µM; AID 1947;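 active = inhibition above the screen mean inhibition plus 3 SD, computed separately per campaign, cut at about 18% in these data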;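 note: inhibitors lower polarization as less probe binds the enzyme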
MCL1 BIM primary = inhibitors of human MCL1 binding to BIM-BH3 peptide. Q07820. GST-MCL1 / FITC-Bim-BH3 fluorescence polarization. AID 2057. hit rate 0.68% among 320,000. inhibition, % at 10.9 µM;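 active = inhibition above the mean inhibition of all tested compounds plus 3 SD, set per campaign, cut at about 40% in these data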;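 note: 0% = DMSO wells and 100% = unlabeled Bim-BH3 peptide control; higher means more loss of mP so more displacement of Bim peptide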
BCLXL inh = blocks human Bcl-xL binding to Bim BH3 peptide. inhibition, % at 10.9 µM. Q07817. GST-Bcl-xL / FITC-Bim BH3 peptide fluorescence polarization. hit rate 0.7% among 320,000. AID 2129;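 active = inhibition above the mean of all tested compounds plus 3 SD, cutoff set per campaign, cut at about 30% in these data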;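 note: 0% = DMSO wells and 100% = unlabeled Bim-BH3 peptide competitor; inhibitors lower millipolarization by displacing the labeled peptide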
Target sequence (Q07817 whole entry, looked up): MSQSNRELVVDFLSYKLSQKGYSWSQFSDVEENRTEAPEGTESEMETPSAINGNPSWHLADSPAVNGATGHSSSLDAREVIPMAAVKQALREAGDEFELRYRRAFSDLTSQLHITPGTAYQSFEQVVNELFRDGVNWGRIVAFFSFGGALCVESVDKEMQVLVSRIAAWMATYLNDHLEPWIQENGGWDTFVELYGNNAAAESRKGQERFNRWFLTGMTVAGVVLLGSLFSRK
Efflux pump mplx = blocks antifungal efflux pumps in multiplex yeast assay | S. cerevisiae Candida pump triplex, Nile Red efflux | inhibition, % at 10 µM | hit rate 0.44% among 330,000;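 active = plate passing quality check with inhibition over a set limit, or well fluorescence over plate mean plus 4 SD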;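 note: Nile Red retained in pooled yeast measured as flow cytometry median fluorescence; 0% = buffer negative control and 100% = Enniatin B positive control; higher means more Nile Red kept so more efflux inhibition; some compounds called inactive have numbers as strong as hits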
GRK2 aptamer HTS = human GRK2 inhibition via aptamer displacement. P25098. bead flow cytometry, FAM-aptamer displacement from GRK2. inhibition of aptamer binding, % at 10 µM. hit rate 0.59% among 330,000. AID 488847;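 active = inhibition of aptamer binding above 40%, roughly 3 SD of noise, on plates passing a quality check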;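 note: median bead fluorescence of bound FAM aptamer so fluorescent compounds give negative values; no value below 0 was filed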
PME-1 inh = PME-1 (human) inhibition; AID 2130; hit rate 0.53% among 320,000; recombinant PME-1, FP-Rh probe fluorescence polarization; inhibition, % at 5.9 µM; Q9Y570;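 active = inhibition above the campaign mean of all compounds plus 3 SD, cut at about 26% in these data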;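 note: competitive labeling of PME-1 active site by serine hydrolase directed probe; 0% = PME-1 with DMSO and 100% = wells lacking PME-1 enzyme; inhibitors block probe labeling so polarization falls and inhibition rises; many of its hits are not listed in these tables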
Target sequence (Q9Y570 whole entry, looked up): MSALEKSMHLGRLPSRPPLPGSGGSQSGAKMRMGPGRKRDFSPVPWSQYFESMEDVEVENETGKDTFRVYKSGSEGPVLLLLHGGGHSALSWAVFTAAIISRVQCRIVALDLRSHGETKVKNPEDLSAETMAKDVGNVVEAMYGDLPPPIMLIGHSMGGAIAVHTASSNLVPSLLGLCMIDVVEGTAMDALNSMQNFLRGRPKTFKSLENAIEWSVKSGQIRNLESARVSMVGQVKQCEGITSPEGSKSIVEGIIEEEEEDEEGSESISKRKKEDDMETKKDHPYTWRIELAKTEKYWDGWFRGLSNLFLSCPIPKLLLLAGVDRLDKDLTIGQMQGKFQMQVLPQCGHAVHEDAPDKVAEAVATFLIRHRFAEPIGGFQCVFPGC
VLA-4 inh = inhibition in a human VLA-4 binding assay; P13612; VLA-4 expressing cells, ligand binding flow cytometry; inhibition, % (about 7 µM as worked out from the volumes in the protocol); hit rate 0.2% among 330,000; AID 2557; in the data active = inhibition above about 50%
GLD-1 RNA inh = GLD-1-TGE RNA interaction inhibition (C. elegans) | AID 2280 | inhibition, % at 5.96 µM | purified GLD-1 + fluorescein TGE RNA, fluorescence polarization | hit rate 0.44% among 320,000;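 active = percent inhibition above a per-plate cutoff, the plate mean of test compounds plus 3 SD, cut at about 30% in these data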;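 note: 0% = DMSO wells with GLD-1 and probe and 100% = wells lacking GLD-1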
* hit, by the source's call. Not all compounds are listed; rates above refer to the full screens.

Cc1nn(Cc2ccc(F)cc2)c(C)c1NC(=O)c1noc2c1CCCCC2 was read as Fam108B inh -2, MCL1 BIM primary -10, BCLXL inh 3, Efflux pump mplx -1.8, GRK2 aptamer HTS 0, PME-1 inh -6, VLA-4 inh 3 and GLD-1 RNA inh 10.
For CC(=O)NC1=NC(=O)/C(=C/N2CCCCC2)S1 the results were MEX-5 binding -2.6, Fam108B inh 3, MCL1 BIM primary -2, BCLXL inh 7, Efflux pump mplx 0.2, GRK2 aptamer HTS 1, PME-1 inh 3, VLA-4 inh 18 and GLD-1 RNA inh 12.
For Cc1c(OCC(=O)NCC2CCC(C(=O)NCCCO)CC2)ccc2c(-c3ccccc3)cc(=O)oc12 (stereo not given) the results were MEX-5 binding -1.2, Fam108B inh -2, MCL1 BIM primary -2, BCLXL inh 3, Efflux pump mplx -0.1, GRK2 aptamer HTS 0, PME-1 inh 5, VLA-4 inh 9 and GLD-1 RNA inh -1.
`C[N+]1(CC(O)COCC2COc3ccccc3O2)CCOCC1` (stereo not given) gave MEX-5 binding -0.3, Fam108B inh 3, MCL1 BIM primary -7, BCLXL inh -1, Efflux pump mplx 0.1, GRK2 aptamer HTS 1, PME-1 inh -5, VLA-4 inh 10 and GLD-1 RNA inh 10.
For CC1CCCN(C(=O)Cn2c(-c3nonc3N)nc3ccccc32)C1 (stereo not given) the results were MEX-5 binding 0.5, Fam108B inh 1, MCL1 BIM primary -1, BCLXL inh 0, Efflux pump mplx 0.0, GRK2 aptamer HTS 0, PME-1 inh 7, VLA-4 inh -2 and GLD-1 RNA inh 8.
Screening CS(=O)(=O)NCCSCc1c(Cl)cccc1Cl returned MEX-5 binding -2.6, Fam108B inh 2, MCL1 BIM primary 7, BCLXL inh 8, Efflux pump mplx -0.1, GRK2 aptamer HTS 1, PME-1 inh -9, VLA-4 inh 8 and GLD-1 RNA inh 7.
For CCOc1cc(NC(=S)NCC2CCCO2)c(OCC)cc1NC(=O)CC (stereo not given) the results were MEX-5 binding -2.8, Fam108B inh -2, MCL1 BIM primary 1, BCLXL inh -1, Efflux pump mplx -0.1, GRK2 aptamer HTS 3, PME-1 inh 2, VLA-4 inh 27 and GLD-1 RNA inh 4.
CCCn1c(=NC(=O)c2c(-c3c(F)cccc3Cl)noc2C)c(C(=O)OCC)cc2c(=O)n3ccccc3nc21 was read as MEX-5 binding 0.1, Fam108B inh -2, MCL1 BIM primary 0, BCLXL inh 0, Efflux pump mplx -0.1, GRK2 aptamer HTS 3, PME-1 inh 1, VLA-4 inh -13 and GLD-1 RNA inh 0.
For CS(=O)(=O)c1cc([N+](=O)[O-])c(Sc2nc3ccccc3[nH]2)c([N+](=O)[O-])c1 the results were MEX-5 binding -3.8, Fam108B inh 4, MCL1 BIM primary 13, BCLXL inh 26, Efflux pump mplx 0.2, GRK2 aptamer HTS 2, PME-1 inh 4, VLA-4 inh 10 and GLD-1 RNA inh 10.
`c1ccc2cc(Sc3ncnc4c3oc3ccccc34)ccc2c1` gave MEX-5 binding -1.7, Fam108B inh 2, MCL1 BIM primary 0, BCLXL inh 2, Efflux pump mplx -0.1, GRK2 aptamer HTS 2, PME-1 inh 8, VLA-4 inh -5 and GLD-1 RNA inh 2.
Screening COc1ccccc1-n1ccnc1SCC(=O)NCC1CCCO1 (stereo not given) returned MEX-5 binding 0.5, Fam108B inh 2, MCL1 BIM primary 0, BCLXL inh 0, Efflux pump mplx -0.1, GRK2 aptamer HTS 0, PME-1 inh 2, VLA-4 inh -11 and GLD-1 RNA inh 2.
CC[C@H]1OC(=O)[C@H](C)[C@@H](O[C@H]2C[C@@](C)(OC)[C@@H](O)[C@H](C)O2)[C@H](C)[C@@H](O[C@@H]2O[C@H](C)C[C@H](N(C)C)[C@H]2O)[C@](C)(O)C[C@@H](C)C(=NOCOCCOC)[C@H](C)[C@@H](O)[C@]1(C)O was read as MEX-5 binding -0.3, Fam108B inh 2, MCL1 BIM primary 12, BCLXL inh 4, Efflux pump mplx -0.1, GRK2 aptamer HTS 0, PME-1 inh 3, VLA-4 inh 3 and GLD-1 RNA inh 6.
CCCCSc1c(C)c2cc3c(cc2[nH]c1=O)OCO3 was read as MEX-5 binding 2.0, Fam108B inh 4, MCL1 BIM primary 1, BCLXL inh -1, Efflux pump mplx 0.0, GRK2 aptamer HTS 10, PME-1 inh 2, VLA-4 inh 45 and GLD-1 RNA inh -9.
For O=C(CCn1cnc2ccccc2c1=O)Nc1nc(-c2ccc(Br)cc2)cs1 the results were MEX-5 binding 0.9, Fam108B inh -11, MCL1 BIM primary -14, BCLXL inh 0, Efflux pump mplx 0.3, GRK2 aptamer HTS 3, PME-1 inh 6, VLA-4 inh -5 and GLD-1 RNA inh 1.
Screening Cc1cccc(C(=O)NCC(=O)OCC(=O)NC2CCCCCCC2)c1 returned MEX-5 binding 0.6, Fam108B inh 0, MCL1 BIM primary -6, BCLXL inh 1, Efflux pump mplx -0.1, GRK2 aptamer HTS 0, PME-1 inh 4, VLA-4 inh 0 and GLD-1 RNA inh 3.
For Cc1nc2ccccc2c(=O)n1NC(=O)c1ccc(F)cc1Cl the results were MEX-5 binding -1.2, Fam108B inh -2, MCL1 BIM primary -4, BCLXL inh -2, Efflux pump mplx 0.3, GRK2 aptamer HTS 0, PME-1 inh 1, VLA-4 inh 23 and GLD-1 RNA inh 1.
CCOc1ccc(/C=C2\CCc3ccccc3C2=O)cc1 was read as MEX-5 binding 0.2, Fam108B inh 2, MCL1 BIM primary -3, BCLXL inh 1, Efflux pump mplx 0.9, GRK2 aptamer HTS 2, PME-1 inh -6, VLA-4 inh 4 and GLD-1 RNA inh 1.
`CCc1ccc(NC(=O)CSc2nncn2-c2cccnc2)cc1` gave MEX-5 binding -0.7, Fam108B inh -1, MCL1 BIM primary -6, BCLXL inh 0, Efflux pump mplx 0.4, GRK2 aptamer HTS 0, PME-1 inh -4, VLA-4 inh -5 and GLD-1 RNA inh -2.
CC(C)c1ccc(CNc2nc3nc4c(c(=O)n3[nH]2)CCC4)cc1 was read as MEX-5 binding -2.2, Fam108B inh -3, MCL1 BIM primary 5, BCLXL inh 9, Efflux pump mplx -0.1, GRK2 aptamer HTS 2, PME-1 inh -4, VLA-4 inh 6 and GLD-1 RNA inh -2.
COc1ccccc1CC(NC(C)=O)C(=O)NC1CCN(C(=O)Nc2ccccc2F)CC1 (stereo not given) was read as MEX-5 binding -1.4, Fam108B inh 0, MCL1 BIM primary -2, BCLXL inh -2, Efflux pump mplx -0.1, GRK2 aptamer HTS 0, PME-1 inh -6, VLA-4 inh 1 and GLD-1 RNA inh -6.
Screening CCOc1ccc2nc(NC(=S)N(C)C)sc2c1 returned MEX-5 binding -0.3, Fam108B inh -1, MCL1 BIM primary -4, BCLXL inh 3, Efflux pump mplx 0.0, GRK2 aptamer HTS 5, PME-1 inh -1, VLA-4 inh -3 and GLD-1 RNA inh 9.
Screening COC(=O)c1cc2occc2n1Cc1nc(-c2ccccc2F)oc1C returned MEX-5 binding 2.3, Fam108B inh 4, MCL1 BIM primary -6, BCLXL inh 1, Efflux pump mplx 0.2, GRK2 aptamer HTS 2, PME-1 inh -4, VLA-4 inh -5 and GLD-1 RNA inh 7.
Screening CC(=O)Nc1cccc(NC(=O)Nc2cccc(F)c2)c1 returned MEX-5 binding 1.1, Fam108B inh -4, MCL1 BIM primary 2, BCLXL inh 3, Efflux pump mplx -0.1, GRK2 aptamer HTS 0, PME-1 inh -4, VLA-4 inh 1 and GLD-1 RNA inh 8.
`COC(=O)C1CCN(C(=O)CCCOc2ccccc2)CC1` gave MEX-5 binding 3.6, Fam108B inh -3, MCL1 BIM primary 0, BCLXL inh 5, Efflux pump mplx -0.1, GRK2 aptamer HTS 3, PME-1 inh -1, VLA-4 inh 7 and GLD-1 RNA inh -5.
`Cc1cccc(Oc2c([N+](=O)[O-])c(=O)n(C)c3ccccc23)c1` gave MEX-5 binding 1.4, Fam108B inh 3, MCL1 BIM primary 9, BCLXL inh 6, Efflux pump mplx -0.1, GRK2 aptamer HTS 1, PME-1 inh 1, VLA-4 inh 19 and GLD-1 RNA inh 5.
For O=C(/C=C/c1ccc2c(c1)OCO2)NCCSCc1ccc(Cl)cc1 the results were MEX-5 binding 2.2, Fam108B inh 0, MCL1 BIM primary 1, BCLXL inh -3, Efflux pump mplx 0.0, GRK2 aptamer HTS 0, PME-1 inh 3, VLA-4 inh 6 and GLD-1 RNA inh -9.
CN(C)c1ccc(C(=O)c2ccccc2)cc1 was read as MEX-5 binding -1.7, Fam108B inh -2, MCL1 BIM primary 12, BCLXL inh 2, Efflux pump mplx 0.1, GRK2 aptamer HTS 0, PME-1 inh 4, VLA-4 inh -3 and GLD-1 RNA inh -2.
For CCN1CCN(S(=O)(=O)c2cccc(S(=O)(=O)N3CCOCC3)c2)CC1 the results were MEX-5 binding -2.7, Fam108B inh -5, MCL1 BIM primary -2, BCLXL inh -4, Efflux pump mplx 0.1, GRK2 aptamer HTS 0, PME-1 inh -5, VLA-4 inh 4 and GLD-1 RNA inh 0.
`COCCN1C(=O)C(=O)/C(=C(/O)c2ccc(S(=O)(=O)N3CCOCC3)cc2)C1c1ccc(O)c(OC)c1` (stereo not given) gave MEX-5 binding -0.4, Fam108B inh 0, MCL1 BIM primary 3, BCLXL inh 4, Efflux pump mplx -0.2, GRK2 aptamer HTS 4, PME-1 inh 3, VLA-4 inh -1 and GLD-1 RNA inh 12.
COc1ccc(/C(N)=N/OC(=O)CSc2ccc(C)cc2)cc1OC was read as MEX-5 binding -2.7, Fam108B inh 1, MCL1 BIM primary 6, BCLXL inh 3, Efflux pump mplx 0.3, GRK2 aptamer HTS 1, PME-1 inh 3, VLA-4 inh 7 and GLD-1 RNA inh 2.
COc1ccc(NC(=S)N2CCN(Cc3ccccc3)CC2)c(OC)c1 was read as MEX-5 binding -0.2, Fam108B inh 5, MCL1 BIM primary 15, BCLXL inh 6, Efflux pump mplx -0.1, GRK2 aptamer HTS 0, PME-1 inh 2, VLA-4 inh 9 and GLD-1 RNA inh 1.
For CCCCn1c(SCC(=O)c2ccc3c(c2)NC(=O)CO3)nc2cc(S(N)(=O)=O)ccc21 the results were MEX-5 binding -0.8, Fam108B inh -7, MCL1 BIM primary -3, BCLXL inh -6, Efflux pump mplx 0.0, GRK2 aptamer HTS 1, PME-1 inh -5, VLA-4 inh -3 and GLD-1 RNA inh 2.
For O=[N+]([O-])c1ccc(COc2cccc(CNc3ccc(F)cc3)c2)cc1 the results were MEX-5 binding 0.2, Fam108B inh 5, MCL1 BIM primary 2, BCLXL inh 4, Efflux pump mplx 0.7, GRK2 aptamer HTS 4, PME-1 inh 1, VLA-4 inh 0 and GLD-1 RNA inh 0.
`CC(=O)N(C)C(c1ccc(N(C)C)cc1)c1nnnn1-c1c(C)cccc1C` (stereo not given) gave MEX-5 binding 0.1, Fam108B inh -1, MCL1 BIM primary 2, BCLXL inh 6, Efflux pump mplx -1.4, GRK2 aptamer HTS 2, PME-1 inh -4, VLA-4 inh 11 and GLD-1 RNA inh -2.
Screening CCOC(=O)C(NCc1ccc2c(c1)OCO2)(NC(=O)CC)C(F)(F)F (stereo not given) returned MEX-5 binding 0.8, Fam108B inh -6, MCL1 BIM primary 5, BCLXL inh -3, Efflux pump mplx -0.2, GRK2 aptamer HTS 0, PME-1 inh -4, VLA-4 inh 16 and GLD-1 RNA inh 4.
